Assay outcomes deposited in PubChem BioAssay by National Center for Advancing Translational Sciences (NCATS).
CRE-bla Fsk: alters forskolin-stimulated CRE reporter signaling in CHO cells | CHO CRE-bla reporter (cAMP response element driving beta-lactamase), forskolin EC10, beta-lactamase ratio | Potency, µM (highest dose often 38.2 µM), inactives show top-dose activity change, negative = inhibition, most hits filed as activators | 71,000 tested, 2.5% active; active = well fitted activation curve with a large enough effect in the signal ratio, with a control signal flat, not every such curve was filed as active; inconclusive = small, poorly fitted or top-dose-only effect, or effect the other way, or a change in a side signal; the % refers to the signal ratio; also: potency is read from the fitted curve at half-maximal effect; % of control where 0% means no effect
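CHO CRE-bla cells, overnight plating in Opti-MEM with 0.5% dialyzed FBS; cpd titration + EC10 NKH 477, 3 h 37 °C; CCF4 2 h RT; ex 405/em 460 vs 530 ratio → %Activity, AC50.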
A350 fluor: compound fluoresces in the Alexa 350 spectral region; AID 590; max dye-equivalent concentration, M; Compound autofluorescence, 340/450 nm, Alexa 350 dye-equivalents; hits give high values; 59,000 tested, 11% active; in the data active = max dye-equivalent concentration above about 10 nM; inconclusive = mostly about 1.1 nM to 9.6 nM
HEK293 cAMP cs: parental HEK293 cAMP activation (counter-screen); AID 938; 73,000 tested, 2.5% active; Potency, µM (doses to about 57.1 µM), for inactives: at the top dose activation, usual class: activators; parental HEK293 CNG cAMP sensor, membrane potential fluorescence; also: potency is read from the fitted curve at half-maximal effect; % of control where 0% means no effect; nearly all actives have a fitted effect of over 55% in size
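Parental HEK 293 cells stably expressing a cAMP-gated CNG channel were loaded with membrane potential dye containing 100 uM RO 20-1724 for 60 min. Compound added for 30 min; depolarization read as fluorescence intensity at 590 nm.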
Casp7 inh: blocks human caspase-7 allosterically or competitively; P55210; recombinant caspase-7, Ac-DEVD-AFC fluorescence rate; Potency, µM (highest dose often 57.5 µM), without a hit: at the highest dose activity change, negative = inhibition, usual class: inhibitors; 75,000 tested, 0.02% active; AID 889; active = well fitted inhibition curve with a large enough effect in the main read-out, with a control signal flat, not every such curve was filed as active; inconclusive = small, poorly fitted or top-dose-only effect, or a change in a side signal; also: potency is read from the fitted curve at half-maximal effect; % of control where 0% means no effect
Target sequence (P55210 24-198 limits assumed): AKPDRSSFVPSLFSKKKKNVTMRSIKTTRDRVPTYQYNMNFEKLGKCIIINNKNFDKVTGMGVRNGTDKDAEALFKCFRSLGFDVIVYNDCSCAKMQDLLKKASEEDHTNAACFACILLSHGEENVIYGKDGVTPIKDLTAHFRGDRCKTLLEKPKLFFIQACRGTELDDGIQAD
Target sequence (P55210 207-303 limits assumed): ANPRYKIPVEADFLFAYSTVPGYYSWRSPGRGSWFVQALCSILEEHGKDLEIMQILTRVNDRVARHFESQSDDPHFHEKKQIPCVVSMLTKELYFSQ
Casp1 inh: blocks human caspase-1 allosterically or competitively; Caspase-1 enzyme, Ac-WEHD-AFC fluorogenic rate; 75,000 tested, 0.03% active; AID 900; Potency, µM (highest dose often 57.5 µM), without a hit: at the highest dose activity change, negative = inhibition, actives largely listed as inhibitors; P29466;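 also: potency is read from the fitted curve at half-maximal effect; plate controls were vehicle for no effect and no substrate for full effect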
BRCT inh green: inhibitors of human BRCA1 BRCT-phosphoprotein interaction (green fluorophore); BRCA1 BRCT-phosphopeptide binding, green fluorescence polarization; Potency, µM (titrated, usually from 76.9 µM), for the others: top-dose activity change, negative = inhibition, most hits filed as inhibitors; 75,000 tested, 0.05% active; AID 875;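 also: potency is read from the fitted curve at half-maximal effect; plate controls were peptide without protein for full effect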
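Fluorescence polarization: His-tagged BRCT (~35 kDa BRCA1 C-terminus, 250 nM) bound to 100 nM fluorescein-labeled phosphorylated 10-aa BACH1 peptide, pH 7.3 phosphate buffer with DTT and Tween 20. Compounds incubated 12 min at room temperature; inhibition read as lowered polarization.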
Luciferase inh: inhibitors of firefly luciferase. Potency, µM (top dose mostly 57.1 µM), inactives show at the highest dose activity change, negative = inhibition, actives largely listed as inhibitors. purified firefly luciferase, luminescence, 8 min. 72,000 tested, 2.2% active; also: potency is read from the fitted curve at half-maximal effect; % is scaled to controls: 0 for no effect and ±100 for the full control effect; nearly all actives have a fitted effect of over 40% in size
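qHTS concentration-response profiling: light output of P. pyralis luciferase with luciferin and 10 uM ATP, imidazole buffer pH 7.2. Read by luminescence after 8-min room-temperature incubation.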
Tau filament bind: tau filament binding; P10636; recombinant tau filaments, thioflavin S fluorescence, 15 h; filaments grown with octadecylsulfate alongside compound; Potency, µM (series often up to 57.1 µM), without a hit: top-dose activity change, negative = inhibition; 71,000 tested, 2% active;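 also: potency is read from the fitted curve at half-maximal effect; % is scaled to controls: 0 for no effect and ±100 for the full control effect; actives lower thioflavin S fluorescence by blocking filaments or displacing dye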
Target sequence (P10636 whole entry, looked up): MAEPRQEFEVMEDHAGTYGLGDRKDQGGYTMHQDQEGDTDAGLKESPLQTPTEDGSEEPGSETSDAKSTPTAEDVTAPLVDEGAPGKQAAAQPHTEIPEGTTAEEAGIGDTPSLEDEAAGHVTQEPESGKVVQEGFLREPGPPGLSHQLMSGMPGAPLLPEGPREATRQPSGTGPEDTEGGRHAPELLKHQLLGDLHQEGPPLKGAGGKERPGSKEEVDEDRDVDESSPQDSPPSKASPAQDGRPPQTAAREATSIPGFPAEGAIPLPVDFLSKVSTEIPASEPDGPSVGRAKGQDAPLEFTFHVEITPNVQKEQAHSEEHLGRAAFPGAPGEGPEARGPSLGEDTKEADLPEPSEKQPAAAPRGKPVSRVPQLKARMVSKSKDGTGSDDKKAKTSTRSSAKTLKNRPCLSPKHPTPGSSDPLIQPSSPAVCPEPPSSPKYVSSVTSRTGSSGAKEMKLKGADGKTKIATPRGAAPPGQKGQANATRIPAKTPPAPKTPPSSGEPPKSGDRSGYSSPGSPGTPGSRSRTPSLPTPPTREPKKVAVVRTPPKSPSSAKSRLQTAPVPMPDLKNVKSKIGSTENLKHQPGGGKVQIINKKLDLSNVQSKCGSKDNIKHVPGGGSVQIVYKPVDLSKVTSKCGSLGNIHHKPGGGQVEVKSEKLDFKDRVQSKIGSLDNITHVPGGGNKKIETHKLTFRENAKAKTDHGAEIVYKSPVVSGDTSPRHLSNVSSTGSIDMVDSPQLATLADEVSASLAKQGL
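Read-out: ThS fluorescence, 450 nm excitation/510 nm emission; lower signal marks blocked filament formation or displaced dye. Tau at 1 uM with 30 uM ODS, 10 uM ThS, 5 mM DTT, 100 mM NaCl, 10 mM HEPES pH 7.4; 15 h, 37 C.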
USP2a inhib: inhibitors of human ubiquitin-specific protease USP2a | USP2a enzymatic assay, qHTS inhibition | Potency, µM (doses to about 38.3 µM), for inactives: top-dose activity change, negative = inhibition, actives largely listed as inhibitors | 60,000 tested, 0.1% active | AID 927;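 also: potency is read from the fitted curve at half-maximal effect; nearly all actives have a fitted effect of over 60% in size; plate controls were DMSO for no effect and NEM full inhibition control for full effect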
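20 nM USP2 core + cpd, 30 min RT; add 20 nM Ub-PLA2/20 uM NBD C6-HPC; read Ex460/Em535 at 0 h and 2.5 h. Normalized to NEM; qHTS curve fit/classification.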
ERK AVP block: blocks ERK signaling stimulated by vasopressin. HEK293-V1b, vasopressin-stimulated pERK AlphaScreen. Potency, µM (top dose mostly 57.5 µM), for inactives: at the highest dose activity, negative = inhibition, hits mostly inhibitors. 72,000 tested, 0.99% active. AID 995; also: potency is read from the fitted curve at half-maximal effect; % is scaled to controls: 0 for no effect and ±100 for the full control effect; nearly all actives have a fitted effect of over 55% in size
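HEK293 cells stably expressing V1b receptor, seeded overnight in 1% FBS, were treated with compounds for 30 min at 37C, then stimulated 5 min with 25 nM vasopressin; phospho-ERK read by AlphaScreen SureFire after lysis.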
BRCT PPI red: BRCT-phosphoprotein interaction inhibition (red fluorophore); Potency, µM (series often up to 76.9 µM), inactives show top-dose activity change, negative = inhibition, usual class: inhibitors; 75,000 tested, 0.03% active; BRCT-phosphopeptide binding, red fluorescence polarization; also: % is scaled to controls: 0 for no effect and ±100 for the full control effect
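Rhodamine-labelled pBACH1 10-mer (100 nM) bound to BRCT domain (100 nM) at pH 7.3; compounds incubated 12 min room temperature, polarization read. Free peptide defines full inhibition; unlabelled decapeptide titrated as control.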
* = called active by the depositor; i = inactive; ? = inconclusive; / = not tested or not shown; [ ] = remark or other dose. Unless noted, calls follow the shape of the dose curve; as a rule, active = well fitted curve in the direction sought with a large enough effect; inconclusive = small, poorly fitted or top-dose-only effect, or another doubt; inactive = no such curve, though single readings can be large; an effect the other way counts as inactive or inconclusive.

SMILES | CRE-bla Fsk | A350 fluor | HEK293 cAMP cs | Casp7 inh | Casp1 inh | BRCT inh green | Luciferase inh | Tau filament bind | USP2a inhib | ERK AVP block | BRCT PPI red
O=C(Nc1cnn(Cc2ccc(Cl)cc2Cl)c1)c1cc(-c2cccs2)on1 | 12.4% | i | 9.9% | -1.3% | -2.6% | -0.5% | -0.1% | 31.9% | 37.3%[activator] | -24.2% | 0.2%
O=C(CN(C1CCCCC1)S(=O)(=O)c1ccc(F)cc1)NCc1ccncc1 | -0.7% | / | 8.1% | 0.0% | -4.3% | -3.8% | -6.0% | -3.6% | 9.7% | -24.1% | -0.4%
COc1ccc(C(=O)N2CCN(S(=O)(=O)c3cc(Cl)ccc3OC)CC2)cc1 | 4.9% | i | 19.3% | -1.5% | -0.1% | -1.6% | 0.2% | 0.8% | 19.9% | 22.5% | -1.8%
c1ccc2c(c1)ccc1ncccc12 | -15.0% | / | -2.8% | 0.7% | 0.2% | -0.1% | / | 7.9% | / | 10.9% | 0.7%
COc1ccc(CN2CCN(S(=O)(=O)c3ccc(NC(C)=O)cc3)CC2)cc1OC | -2.8% | ? | 5.1% | -2.8%[0.00368 µM] | 0.7% | -0.9% | 1.3% | 4.1% | 3.6% | -22.0% | 1.4%
Cc1csc(=Nc2c(C)n(C)n(-c3ccccc3)c2=O)n1Cc1ccccc1 | 4.8% | ? | 16.6% | 7.5% | 1.8% | 0.7% | 1.9% | -1.6% | 2.1% | -10.9% | 0.0%
CC(CN1CCN(C)CC1)OC(=O)c1ccccc1Cl (stereo unspecified) | -2.8% | i | 4.3% | 0.4% | 4.2% | -0.6% | 0.7% | -16.5% | ? | -17.3% | 0.8%
CS(=O)(=O)N1CCN(C2CCN(Cc3ccccc3)CC2)CC1 | -9.6% | i | 4.3% | 0.0% | 1.4% | -0.7% | 1.0% | 4.6% | -0.1% | -23.8% | -0.1%
CS(=O)(=O)Nc1cccc(-c2nc(-n3ccnc3)c3ccccc3n2)c1 | ? | i | ? | -1.9% | -5.1% | -3.0% | -0.3%[2.29 µM] | 4.5% | 14.5% | -17.5% | -1.5%
CCOC(=O)C1CCN(S(=O)(=O)c2ccc(NC(=O)OC)cc2)CC1 | -3.2% | i | 15.4% | 2.2% | -0.4% | -0.8% | 2.7% | 2.0% | 6.8% | 6.2% | 0.6%
O=C(O)[C@H](Cc1ccccc1)NC(=O)N1CCOCC1 | -6.2% | i | 3.6% | -0.5% | 1.8% | -2.7% | 3.8% | -6.0% | 3.3% | 17.4% | 0.8%
CCOC(=O)Cc1nnc(NC(=O)C(CC)Sc2nncn2C)s1 (stereo unspecified) | -6.2% | / | 11.2% | -2.6% | -1.1% | -0.8% | 1.4% | -7.1% | / | / | -1.3%

Overlap with the part before: 3 entries, followed by the next part.
SMILES | CRE-bla Fsk | A350 fluor | HEK293 cAMP cs | Casp7 inh | Casp1 inh | BRCT inh green | Luciferase inh | Tau filament bind | USP2a inhib | ERK AVP block | BRCT PPI red
CCOC(=O)C1CCN(S(=O)(=O)c2ccc(NC(=O)OC)cc2)CC1 | -3.2% | i | 15.4% | 2.2% | -0.4% | -0.8% | 2.7% | 2.0% | 6.8% | 6.2% | 0.6%
O=C(O)[C@H](Cc1ccccc1)NC(=O)N1CCOCC1 | -6.2% | i | 3.6% | -0.5% | 1.8% | -2.7% | 3.8% | -6.0% | 3.3% | 17.4% | 0.8%
CCOC(=O)Cc1nnc(NC(=O)C(CC)Sc2nncn2C)s1 (stereo unspecified) | -6.2% | / | 11.2% | -2.6% | -1.1% | -0.8% | 1.4% | -7.1% | / | / | -1.3%
COc1ccc(OC)c(C(O)c2nc3ccccc3n2C(C)C)c1 (stereo unspecified) | -1.2% | i | 14.8% | 0.0% | -1.0% | -0.6% | -2.5% | 5.6% | 14.8% | -20.9% | -2.9%
OC(CNCC1CCCO1)Cn1c2ccccc2c2ccccc21 (stereo unspecified) | 1.1% | i | 23.5% | 1.9% | -0.4% | -0.2% | 2.6% | -16.9% | 4.9% | 3.1% | -1.3%
CN(CCC(=O)O)S(=O)(=O)c1ccccc1 | 9.1%[7.6 µM] | i | 6.8%[11.4 µM] | -0.8%[11.5 µM] | -0.7%[11.5 µM] | 1.6%[15.4 µM] | 0.3%[11.4 µM] | 7.5%[11.4 µM] | / | 0.6%[11.5 µM] | -0.6%[15.4 µM]
CCCn1c(SCc2ccc(Cl)cc2)nc2c1c(=O)[nH]c(=O)n2C | 12.6µM* | i | ? | -0.1% | 0.0% | 3.3% | 3.3% | 52.2% | 6.0% | -22.0% | -0.5%
CC(=O)Nc1cccc(Cn2cccn2)c1 | 3.2% | i | 20µM* | 0.4% | 0.5% | 1.1% | 0.8% | 16.3% | -5.5% | -12.7% | 1.3%
COc1cc(C)nc(N(Cc2ccccc2)S(=O)(=O)c2ccccc2)n1 | -7.4% | i | ? | -0.6% | -2.6% | 0.8% | 0.1% | -8.8% | -11.7% | -10.5% | -0.6%
Cc1ccc(-c2noc(CCC(=O)NCCc3ccccc3Cl)n2)cc1 | -20.6% | i | -30.3%[inhibitor] | -0.5% | 0.4% | 1.0% | 3.9% | -4.3% | 12.4% | 9.3% | -0.2%
COc1ccc(-c2noc(CCC(=O)Nc3cccc(C)c3)n2)cc1 | ? | ? | 13.2% | -0.8% | -1.4% | -0.6% | 0.8% | 6.3% | 3.2% | -13.3% | -0.2%
CC1CCCCN1C(=O)CSc1nc2ccccc2n1CC(=O)N1CCc2ccccc21 (stereo unspecified) | -7.3% | i | 8.0% | -1.4% | -2.7% | -1.3% | 3.2% | 8.9% | 207.3%[activator] | -6.6% | 1.3%
CCOc1cc2[nH]c(=O)n(CCCCC(=O)NCc3ccco3)c(=O)c2cc1OCC | ? | i | -1.3% | -0.5% | -1.8% | -1.4% | 2.2% | -8.7% | 15.2% | 10.4% | 0.0%
CC1Cc2ccccc2N1C(=O)CCNS(=O)(=O)c1cccc2nsnc12 (stereo unspecified) | 5.8% | i | -3.2% | 0.6% | 3.7% | -2.7% | 2.3% | -3.6% | 13.3% | 21.7% | -2.1%
COc1ccccc1NC(=O)CN1C(=O)C2(OCCCO2)c2ccccc21 | ? | i | 29.7% | -0.3% | -2.0% | -0.9% | -0.3% | -10.2% | 19.1% | 0.9% | -0.2%
O=C(CN1CCCCC1)Nc1cc(Cl)ccc1Cl | 13.9% | i | 7.0% | -1.3% | 1.9% | 0.3% | -1.0% | 4.6% | 8.5% | -7.5% | 1.1%
CCC(C)NC(=O)C(Cc1ccccc1)n1cccc1 (stereo unspecified) | -2.7% | / | 10.7% | -1.3% | 0.2% | -3.2% | 2.9% | -9.3% | / | -7.3% | -0.2%
COc1cccc(NC(=O)C2CCCN2C(=O)Nc2ccccc2F)c1 (stereo unspecified) | -2.5% | i | 8.9% | 1.7% | -0.6% | -0.4% | 1.8% | -7.0% | -5.5% | -6.7% | -0.3%
CC(=O)OC[C@@H]1O[C@@H](O/N=C2/C[C@@H](O)[C@@H](O)[C@@H]3[C@@H]4C(=O)N(Cc5ccccc5)C(=O)[C@H]4CC[C@@H]23)[C@H](OC(C)=O)[C@H](OC(C)=O)[C@@H]1OC(C)=O | / | / | 8.2%[11.4 µM] | -0.4%[11.5 µM] | -0.7%[11.5 µM] | -1.2%[15.4 µM] | 1.2%[11.4 µM] | / | / | 6.9%[11.5 µM] | 1.0%[15.4 µM]
O=S(=O)(Cc1ccccc1)N1CCN(C2Cc3ccccc3C2)CC1 | -7.7% | i | -5.5% | -0.1% | 1.3% | -2.7% | 0.6% | 0.3% | -9.0% | -4.2% | -2.4%
Cc1ccc2cc3cc(C(=O)NCCCN4CCc5ccccc5C4)oc3nc2c1 | ? | 1.86e-08M* | 9.2% | -1.6% | -2.3% | 1.1% | -0.1% | 125.0% | 39.3%[activator] | 17.6% | -2.1%
CCOCCCNC(=O)c1cc2c(=O)n3cccc(C)c3nc2n1C | 0.251µM* | / | 6.4% | -10.7% | -9.5% | -1.3% | 1.1% | 34.8% | / | / | -0.3%
COc1ccccc1CNc1cc(-c2ccccc2C(F)(F)F)ncn1 | 6.4% | i | ? | -5.2% | -0.5% | 0.5% | 0.2%[2.29 µM] | 1.0% | 65.5%[activator] | ? | 0.4%
